AI-2 QS modul = Vibrio harveyi AI-2 quorum sensing modulation; 0.4% of 300,000 active; Vibrio harveyi JMH597 AI-2 luminescence/OD600 ratio, 9 h; stronger effect = lower value; strain lacks LuxN and CqsS sensors; 0 = neutral-control median; activity change, % at 7.5 µM; in the data active = activity change below about -75%, passing the limit was not always enough; inconclusive = no clear call, values can overlap the other calls;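 also: luminescence divided by OD600 gain over 9 h not by final OD600 alone; inactives centre near 13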
KLF5 inh = kruppel-like factor 5 inhibition; DLD-1 KLF5 promoter-luciferase reporter, luminescence; inhibition, % at 5 µM; 0.23% of 290,000 active;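 active = inhibition above a per-plate limit of that plate's mean compound inhibition plus 3 SD, cut at about 60% in these data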;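 also: 0% = DMSO wells and 100% = LY294002 at 200 µM; higher means less KLF5 promoter-driven luciferase light; inactives centre near -14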
GSK3B inh = inhibitors of human GSK3beta kinase; activity score (negative = inhibition), % at 10 µM; 0.038% of 300,000 active; GST-GSK3beta kinase, ADP-Glo luminescence, 60 min; stronger effect = lower value; AID 2097;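 active = more than half of replicate wells score below -50%, meaning over 50% inhibition versus plate controls; inconclusive = some replicates but at most half score below -50%; inactive = no replicate scores below -50%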;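 also: 0% = median DMSO wells and -100% = median GW8510 positive control wells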
Target sequence (P49841 whole entry, looked up): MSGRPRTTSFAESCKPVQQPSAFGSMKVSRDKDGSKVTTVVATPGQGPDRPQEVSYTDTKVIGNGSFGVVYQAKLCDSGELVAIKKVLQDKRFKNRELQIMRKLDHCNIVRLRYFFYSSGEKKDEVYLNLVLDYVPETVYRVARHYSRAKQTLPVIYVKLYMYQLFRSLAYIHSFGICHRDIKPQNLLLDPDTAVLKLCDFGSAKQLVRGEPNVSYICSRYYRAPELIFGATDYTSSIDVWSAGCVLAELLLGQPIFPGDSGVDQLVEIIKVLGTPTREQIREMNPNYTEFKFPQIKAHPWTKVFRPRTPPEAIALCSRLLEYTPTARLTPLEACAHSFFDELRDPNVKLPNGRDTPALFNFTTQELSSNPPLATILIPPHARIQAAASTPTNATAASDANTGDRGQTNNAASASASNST
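Assay system: GST-fused GSK3beta enzyme, cell-free / Medium: Tris pH 7.5 buffer with MgCl2, DTT, BSA, heparin / Also added: peptide substrate plus 25 µM ATP (final) / Compound: 10 µM single point / Timing: kinase reaction with compound 60 min at room temperature / Detection: ADP-Glo luminescence / Benchmarks: DMSO neutral wells and GW8510 at 20 µM as positive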
IEC-6 cytotox = counter-screen for KLF5 inhibitors: cytotoxicity in IEC-6 cells. IEC-6 cytotoxicity, luminescence viability. inhibition, % at 5 µM. 0.78% of 290,000 active; in the data active = inhibition above about 22%;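 also: 0% = plate median of test compound wells and 100% = cytotoxic reference compound wells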
HSP90 refold inh = inhibitors of HSP90 luciferase refolding in rabbit reticulocyte lysate; inhibition, % at 5.6 µM; luciferase refolding luminescence, 3 h; 0.91% of 290,000 active;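 active = inhibition above the screen-wide mean plus 3 SD, computed separately per campaign, cut at about 16% in these data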;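 also: 0% = DMSO wells and 100% = 60 µM geldanamycin wells; inhibitors lower the luminescence because luciferase stays unfolded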
GSK3 alpha inh = blocks human GSK-3 alpha kinase | P49840 | AID 2650 | inhibition, % at 10 µM | 0.1% of 320,000 active | ADP-Glo luminescence, 60 min;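 in the data active = inhibition above about 50%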;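 also: GST-tagged GSK-3 alpha with peptide substrate and 25 µM ATP; 0% = DMSO neutral wells and 100% = GW8510 positive control wells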
Target sequence (P49840 whole entry, looked up): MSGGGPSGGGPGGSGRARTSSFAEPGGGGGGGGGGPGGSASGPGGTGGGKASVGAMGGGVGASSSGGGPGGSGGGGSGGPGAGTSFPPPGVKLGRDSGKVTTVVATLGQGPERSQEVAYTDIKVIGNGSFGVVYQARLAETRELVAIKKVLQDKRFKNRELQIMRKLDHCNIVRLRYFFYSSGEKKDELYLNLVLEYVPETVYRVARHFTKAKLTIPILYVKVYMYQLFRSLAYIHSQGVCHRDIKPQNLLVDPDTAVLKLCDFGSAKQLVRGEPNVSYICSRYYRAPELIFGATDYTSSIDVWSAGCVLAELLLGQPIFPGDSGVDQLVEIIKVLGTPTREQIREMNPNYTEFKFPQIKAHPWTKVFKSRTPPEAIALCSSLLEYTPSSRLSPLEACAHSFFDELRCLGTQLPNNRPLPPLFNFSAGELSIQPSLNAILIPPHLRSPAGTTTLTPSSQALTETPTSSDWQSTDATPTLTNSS
HSF1 activator = increases HSF-1 driven luciferase reporter signal | NIH3T3-HGL HSF-1 luciferase reporter, MG132, 8 h; 100% = twice DMSO control signal | activation, % at 9 µM | 1.7% of 300,000 active;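 active = mean replicate activation of at least 50% with a set share of replicates each reaching 50%; inconclusive = only one of those two conditions met; inactive = mean below 50% and too few replicates reaching it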;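 also: 0% = median of the neutral control wells and 100% = twice that signal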
aSyn 5UTR inh = 5' untranslated region of α-synuclein, MLPCN primary screen | inhibition, % (tested at 7.5 µM) | 0.82% of 300,000 active | alpha-synuclein 5'UTR reporter, inhibitor activity; in the data active = inhibition above about 60%; inconclusive = no clear call, values can overlap the other calls;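 also: H4 neuroglioblastoma cells stably carrying SNCA 5'UTR luciferase fusion; 0% = DMSO wells and 100% = positive control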
HIF activator = HIF pathway transcriptional activation. U2OS HRE-luciferase reporter, luminescence; normalized: DMSO 0%, desferrioxamine 100%. activation, % at 7.5 µM (by protocol). 0.32% of 300,000 active;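 active = mean activation of at least 10% of the iron chelator positive control signal, with at least half of replicates also reaching 10%; inconclusive = mean and replicate majority disagree about reaching 10%; inactive = mean and most replicates under 10%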
HSF1 inh = HSF1 inhibition. NIH3T3-HGL HSE-luciferase, MG132-induced, luminescence 8 h; stronger effect = lower value. activity change, negative = inhibition, % at 7.5 µM (by protocol). 0.77% of 300,000 active;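 active = more than half of replicate wells show activity change below -50%, luminescence cut by over half; inconclusive = some wells, but at most half, below -50%; inactive = no replicate well below -50%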;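 also: luciferase reports HSF-1 transcriptional activity via heat shock element; 0% = median of DMSO wells and -100% = zero luminescence signal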
* hit, by the source's call; ? = inconclusive; . = not tested or not shown.

SMILES	AI-2 QS modul	KLF5 inh	GSK3B inh	IEC-6 cytotox	HSP90 refold inh	GSK3 alpha inh	HSF1 activator	aSyn 5UTR inh	HIF activator	HSF1 inh
O=C(CSc1nc(-c2cccs2)cc(C(F)(F)F)n1)NCc1ccccc1	30.3	-7.2	0.0	2.9	2.9	.	-3.6	22.7	0.1	1.7
CC(C)C(=O)O/N=C(\N)c1ccc(Oc2ccc(Cl)cc2)c([N+](=O)[O-])c1	23.4	-17.2	-0.2	-2.7	-2.2	-1.6	21.1	-38.1	1.1	3.2
CCc1ccc(S(=O)(=O)Nc2ccc(Br)cn2)cc1	?	-46.7	1.5	1.0	-2.6	-1.5	4.6	3.4	-0.8	-0.1
O=C(NNC(=S)Nc1ccccc1)c1ccc(O)cc1	3.0	-151.8	-4.2	-10.5	-0.7	3.0	57.3*	-131.3	2.1	33.2
CCOC(=O)CCc1c(C)n[nH]c1C	3.3	3.0	2.7	6.2	-3.9	-1.0	47.3	3.4	0.2	5.6
CCOc1cc(C2CC(=O)NC3=C2C(=O)C(C(=O)OC)C(C)C3)cc(Br)c1O (stereo unspecified)	24.9	0.4	-1.5	10.3	0.5	0.0	6.3	-8.3	-0.5	-2.9
CC1CCCN(Cc2nc3c(c(=O)n(C)c(=O)n3C)n2CCc2ccccc2)C1 (stereo unspecified)	9.2	-11.0	-5.4	0.2	2.0	-3.0	-8.1	-8.2	-0.5	3.5
CSc1nc(N)nc(SCC(=O)c2ccc(C)cc2)c1C#N	20.6	-16.0	1.0	7.4	1.4	1.7	31.6	-113.2	1.3	12.5
Cc1nc(SCC(=O)c2ccccc2)c([N+](=O)[O-])[nH]1	7.2	-35.8	-0.7	-3.5	-1.8	2.8	1.7	16.8	-0.1	0.8
O=C1NC(=O)C(CC(=O)N(c2ccccc2)C2(C(=O)NC3CCCC3)CCCCC2)N1 (stereo unspecified)	7.9	-7.4	1.5	2.4	-5.8	-0.2	-17.0	20.5	-0.7	-4.2
Cc1cccc(-c2nc3ccccc3c(=O)[nH]2)c1	20.4	-86.0	2.5	-7.6	-3.2	0.1	10.5	-110.7	3.5	7.5
O=C(NCCc1ccccc1)c1cccc(N2CCCC2=O)c1	39.5	-7.8	.	-1.5	35.0*	0.8	-5.1	-17.1	-0.1	-3.2
COc1cccc(S(=O)(=O)Nc2ccc(C(=O)NCc3ccco3)cc2)c1	-50.1	-34.7	-1.0	1.1	1.5	0.9	5.3	12.3	0.0	-3.6
CC(C)(O)C(=O)NNC(=S)Nc1ccc(F)c(Cl)c1	10.9	-28.5	0.4	-1.8	3.5	-2.9	-3.4	-15.2	0.3	5.6
Cc1cnnn1-c1cccc([N+](=O)[O-])c1	-2.3	-20.8	-0.6	1.2	-2.7	0.6	-20.6	-11.9	0.2	-15.1
Cc1cccc(NC(=O)C2CC(=O)N/C(=N/N=C/c3ccco3)S2)c1 (stereo unspecified)	8.4	4.7	0.4	-3.4	1.9	-0.1	4.2	-5.9	-0.3	-0.4
Cc1ccccc1Cn1c(=O)sc2ccccc2c1=O	12.8	-75.1	2.2	-6.2	-3.5	-1.2	-3.2	-6.3	-0.3	4.0
COc1ccc(NC(=O)CSc2nc3ccccc3nc2N2CCCC2)cc1Cl	2.9	-28.6	-4.8	-7.3	5.1	0.5	-4.5	31.0	0.2	8.6
CC1CCCCN1S(=O)(=O)c1ccc(C(=O)N(CCCN(C)C)c2nc3cc4c(cc3s2)OCO4)cc1 (stereo unspecified)	29.1	-11.4	-1.1	-1.6	-2.1	0.5	-47.4	4.4	-0.2	-45.2
CCOc1ccc(N(C(C)C(=O)Nc2cccnc2)S(C)(=O)=O)cc1 (stereo unspecified)	9.0	-30.0	0.1	-3.6	-1.2	-0.7	5.5	-9.6	-0.1	-9.8
COc1ccc(S(=O)(=O)NCC(=O)N(CC(=O)NCC2CCCO2)Cc2ccccc2)cc1 (stereo unspecified)	10.1	1.0	-2.6	-4.1	-3.7	-1.5	2.4	2.2	1.2	-3.4
COc1cc([N+](=O)[O-])ccc1NC(=O)Nc1nc2c(s1)CCCC2	-2.8	-7.3	0.8	1.6	4.2	1.1	-4.8	-27.2	-1.5	-6.6
CC(C(=O)NCc1ccccn1)N1C(=O)c2ccccc2C1=O (stereo unspecified)	-9.6	-18.2	-0.1	-4.8	-0.4	-3.8	-0.7	4.2	.	-12.4
CCN(CC)S(=O)(=O)c1ccc2c(c1)nc(SCC(=O)N1CCCCCC1)n2-c1ccc(OC)cc1	6.2	-22.7	4.3	1.1	6.9	-4.1	29.2	29.4	-1.3	8.7
O=C1CC(N(CCc2ccccc2)C(=S)Nc2ccccc2)C(=O)N1c1ccc(Br)cc1 (stereo unspecified)	23.9	-13.4	2.1	0.6	-3.1	-2.1	19.7	-0.9	-1.1	15.0

(listing goes on)
SMILES	AI-2 QS modul	KLF5 inh	GSK3B inh	IEC-6 cytotox	HSP90 refold inh	GSK3 alpha inh	HSF1 activator	aSyn 5UTR inh	HIF activator	HSF1 inh
COc1ccc(C(=O)c2c(C)oc3ccc(O)cc23)cc1	59.8	-23.3	-1.0	0.7	-2.5	2.3	0.0	-32.5	-1.2	-4.1
O=C(COC(=O)c1ccc([N+](=O)[O-])cc1)Nc1ccc(Cl)cn1	22.8	.	1.2	.	.	-1.4	-11.6	2.5	-0.4	-1.2
COC(=O)c1cc(Cl)c(NC(=O)c2ccc(F)cc2)cc1OC	15.5	-1.4	-1.3	2.3	-4.0	-0.3	3.3	-43.7	-0.1	-6.5
CN1C=CC=C/C1=C1\SC(=S)N(N)C1=O	3.3	-1.4	0.3	0.3	-4.6	-0.9	8.1	-3.8	-0.3	-2.7
CCC1Oc2ccc(C)cc2N(CC(=O)NCCN2C(C)CCCC2C)C1=O (stereo unspecified)	16.2	0.3	-0.7	-4.8	0.5	-4.8	-1.3	-7.0	-0.2	0.9
CC1CCc2nn(CC(=O)NCc3ccc4c(c3)OCO4)cc2C1 (stereo unspecified)	10.8	7.5	0.0	-5.2	-1.7	-1.7	-2.8	13.6	-0.1	-3.1
O=C(COC(=O)c1cccnc1Cl)c1ccccc1	25.0	-9.7	-2.0	9.7	12.7	-5.4	16.8	-51.5	0.4	13.7
CCCCCC(=O)c1c(C)[nH]c(C(=O)OCC)c1C	19.2	-31.6	-1.4	0.9	-2.0	-1.6	29.3	10.9	0.6	33.0
C=CCc1cccc2cc(C(=O)NCc3ccc(C(=O)OCC)o3)c(=O)oc12	10.1	-14.2	0.7	2.0	0.1	-1.8	2.9	-5.3	-0.4	4.5
CCCn1c(SCCc2ccccc2)nc2c1c(=O)[nH]c(=O)n2C	15.8	4.2	1.3	-2.3	-2.1	-4.7	-1.4	33.3	-0.3	-0.3
Cn1c(SCc2nnc(-c3ccccc3Br)o2)nc2sc3c(c2c1=O)CCC3	42.1	-14.0	2.3	-3.3	-3.4	-3.5	31.2	6.5	0.0	22.5
OCCNc1cnc2ccccc2n1	1.6	-14.2	-5.7	4.8	-0.8	0.3	-2.5	-16.6	0.2	-2.5
COc1cc(NC(=O)CC(C)S(=O)(=O)c2ccc3c(c2)NC(=O)CO3)cc(OC)c1OC (stereo unspecified)	9.1	-12.0	-23.7	4.7	-0.5	-1.5	54.7*	1.5	-0.9	12.1
Cc1ccc(C(=O)N/C(=C/c2ccc(-c3cc(C(F)(F)F)ccc3Cl)o2)C(=O)NCc2cccnc2)cc1	6.0	-23.3	1.9	-6.5	1.0	0.0	25.0	-5.0	0.0	9.3
O=C(NC(=S)Nc1ccc2[nH]c(=O)[nH]c2c1)c1cncc(Br)c1	10.6	-8.6	-22.1	3.6	-0.8	-0.8	1.9	24.1	0.0	1.8
COc1ccc(CCN2CN(S(=O)(=O)c3ccc(C)cc3)c3nc4ccccc4nc32)cc1OC	35.2	-7.8	-2.1	-4.4	-4.7	6.3	10.2	-1.5	-0.4	4.7
CN(Cc1ccccc1)c1nnc(N)s1	23.0	6.7	0.9	1.6	-4.4	1.0	3.3	-8.2	0.2	3.7
Cc1ccccc1OCC(=O)N/N=C/c1cccc2cccnc12	50.2	4.3	-1.0	21.7	0.4	1.3	-5.4	18.2	3.5	-5.9
CN(C)/N=C/C=C1\CC/C(=C\c2ccc(Br)cc2)C1=O	2.9	-47.5	1.6	-3.1	2.9	1.7	-0.3	-84.1	3.6	-0.6
Cc1c(C(=O)NCc2nnc(-c3ccccc3)o2)oc2c(F)cccc12	11.3	-23.3	0.8	-2.4	-1.8	.	-2.6	-21.3	0.9	12.9
Cc1ccc(C)c(NC(=O)C2CC(=O)N(C3CCCCC3)C2)c1 (stereo unspecified)	1.1	2.4	4.8	-3.9	3.4	-0.9	-1.3	-12.9	-1.5	-3.2
O=S(=O)(c1ccc(Cl)s1)N1CCCCC1	16.7	-24.5	-2.3	-1.0	3.4	-1.6	-4.0	-1.2	-0.3	1.0
COc1ccc2c(c1)CCC1C2=NN(/C(C)=C/C(C)=O)C1c1cccc(F)c1 (stereo unspecified)	2.9	-26.5	-0.2	3.8	1.3	-0.2	23.6	-66.4	2.0	7.8
Cc1cc(CSc2ccccc2)ccc1NC(=O)c1ccc(C)c([N+](=O)[O-])c1	14.7	-32.6	-2.9	-1.9	-3.3	.	16.2	-1.0	-0.2	-6.5
[O-]C1=N/[N+](=C/c2ccc(Cl)cc2)CC1	7.2	-13.3	-7.0	1.7	2.8	-1.0	-4.4	-13.5	-0.3	-3.5

New compounds follow:
SMILES	AI-2 QS modul	KLF5 inh	GSK3B inh	IEC-6 cytotox	HSP90 refold inh	GSK3 alpha inh	HSF1 activator	aSyn 5UTR inh	HIF activator	HSF1 inh
Cc1ccc(S(=O)(=O)N2CCC(=O)N(CCOCc3ccccc3C)CC2)cc1	15.2	-19.0	-0.4	-1.1	-1.0	-0.4	-51.8	26.8	0.0	-36.4
Cc1ccc(N2C(=O)C(CN(C)C)C2c2ccccc2)cc1 (stereo unspecified)	3.9	-17.7	-1.9	-3.6	-1.7	-5.3	-3.1	1.1	-0.1	-3.5
CC(=O)Nc1ccc(S(=O)(=O)N2CCN(c3cc(C)ccc3C)CC2)cc1	28.5	-6.3	2.5	-0.5	-3.2	-1.1	5.5	-7.1	-0.3	1.0
CCOC(=O)N1CCN(S(=O)(=O)c2ccc(C(=O)N(CCCN(C)C)c3nc4c(F)cc(F)cc4s3)cc2)CC1	10.4	.	0.7	.	.	0.9	-7.6	-4.3	-0.2	-6.6
Cc1onc(-c2ccccc2Cl)c1C(=O)N1CCc2ccccc2C1	7.6	-20.3	-2.4	-5.9	-1.4	1.9	14.3	14.1	0.0	10.9
Cc1ccc(NC(=O)CCc2c(C)nn(-c3ccc(N4CCCCC4)nn3)c2C)cc1	22.7	-91.7	1.3	-2.4	0.4	0.3	46.8	-107.1	3.5	20.1

From PubChem BioAssay
